# Screening data: PubChem, several laboratories
# PPARg SRC1 recr: PPARgamma agonists recruiting SRC-1 coactivator, primary screen, biochemical; Peroxisome proliferator-activated receptor gamma (Homo sapiens), P37231; PPARgamma-SRC-1 coactivator recruitment biochemical assay; activation, % at 8 µM; 200,000 compounds, 0.41% hits; AID 631, 2007; in the data active = activation above about 19%;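 also: 0% = DMSO and 100% = reference agonist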
# bIAP activator: bovine intestinal alkaline phosphatase activators, primary screen, biochemical, bovine IAP, CDP-star luminescence. alkaline phosphatase, intestinal [Bos taurus]. purified bovine IAP, 30 min; hits give high values; fold of DMSO-control signal, blank-subtracted. activation factor at 20 µM. 200,000 compounds, 0.17% hits. AID 1016, 2008;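 active = activation factor of 2 or more at 20 µM, a signal rise over negative controls twice the positive control's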
# STAT3 blocker: IL-6 driven STAT3 reporter inhibitors, primary screen, U3A cells, luciferase, luminescence, MLSCN library; IL-6 STAT3-luciferase reporter; host cell line lacks STAT1; inhibition, % at 5.5 µM; 190,000 compounds, 0.89% hits;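 active = inhibition above the mean inhibition across all screened compounds plus 3 SD, cut at about 44% in these data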;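 also: 0% = DMSO only wells and 100% = 100 µM nifuroxazide control wells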
# PPARg SRC-2 ag: agonists of PPARg-SRC-2 recruitment, primary screen, biochemical, HTS; Peroxisome proliferator-activated receptor gamma (Homo sapiens), P37231; PPARgamma LBD-SRC-2 recruitment; activation, % at 8 µM; 200,000 compounds, 0.34% hits; AID 1032, 2008; in the data active = activation above about 22%;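 also: 0% = vehicle and 100% = reference agonist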
# STAT3 act: IL-6 driven STAT3 reporter potentiators, primary screen, U3A cells, luciferase, luminescence, MLSCN library | IL-6 STAT3-luciferase reporter; 100% = signal with IL-6 EC80 alone | activation (% of control), % at 5.6 µM | 190,000 compounds, 0.91% hits;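 active = activation above the screen-wide mean of compound activation plus 3 SD, cut at about 130% in these data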;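 also: 0% = background luminescence of wells with medium and substrate only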
#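 system = STAT3-luciferase reporter U3A cells | reagent = IL-6 stimulus at 33 ng/mL final | timing = 1 h compound pre-exposure, 6 h IL-6 stimulation, 37 °C | measured by = luminescence | evaluation = % activation versus median of IL-6-stimulated wells | control set = IL-6-only wells as 100% reference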
# ROMK primary: ROMK potassium channel modulators, primary screen, cell-based, thallium flux, MLSMR library; AID 1918, 2009; 130,000 compounds, 2% hits; Tet-inducible ROMK, thallium flux fluorescence; actives lie on both sides; B-score at 10 µM;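 active = signal ratio slope over the read window, or its plate-corrected B-score, at least 3 SD from the plate mean, either direction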;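 also: B-score of the F/F0 ratio slope over 7 to 12 s after thallium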
# Target sequence (P48048 whole entry, looked up): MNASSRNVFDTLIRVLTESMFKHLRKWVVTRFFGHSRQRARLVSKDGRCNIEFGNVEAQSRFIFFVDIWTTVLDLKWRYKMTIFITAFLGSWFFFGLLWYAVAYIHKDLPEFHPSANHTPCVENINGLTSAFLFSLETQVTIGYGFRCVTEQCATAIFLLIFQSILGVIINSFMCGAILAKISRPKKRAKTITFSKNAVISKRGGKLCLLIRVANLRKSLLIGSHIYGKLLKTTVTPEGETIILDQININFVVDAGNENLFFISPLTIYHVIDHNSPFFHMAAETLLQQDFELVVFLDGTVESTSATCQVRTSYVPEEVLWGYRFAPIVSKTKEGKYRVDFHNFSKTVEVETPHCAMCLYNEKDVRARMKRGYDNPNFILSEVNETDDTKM
# TNAP act hi DEA: TNAP activators at high phosphate acceptor level, primary screen, biochemical, luminescence, uHTS; activation factor at 20 µM; purified TNAP, CDP-star luminescence, 1 M DEA, 30 min; hits give high values; 0 = EDTA background, 1 = DMSO-only activity; 200,000 tested, under 10 active;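 active = activation factor at least 2 at 20 µM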
# Target sequence (P05186 whole entry, looked up): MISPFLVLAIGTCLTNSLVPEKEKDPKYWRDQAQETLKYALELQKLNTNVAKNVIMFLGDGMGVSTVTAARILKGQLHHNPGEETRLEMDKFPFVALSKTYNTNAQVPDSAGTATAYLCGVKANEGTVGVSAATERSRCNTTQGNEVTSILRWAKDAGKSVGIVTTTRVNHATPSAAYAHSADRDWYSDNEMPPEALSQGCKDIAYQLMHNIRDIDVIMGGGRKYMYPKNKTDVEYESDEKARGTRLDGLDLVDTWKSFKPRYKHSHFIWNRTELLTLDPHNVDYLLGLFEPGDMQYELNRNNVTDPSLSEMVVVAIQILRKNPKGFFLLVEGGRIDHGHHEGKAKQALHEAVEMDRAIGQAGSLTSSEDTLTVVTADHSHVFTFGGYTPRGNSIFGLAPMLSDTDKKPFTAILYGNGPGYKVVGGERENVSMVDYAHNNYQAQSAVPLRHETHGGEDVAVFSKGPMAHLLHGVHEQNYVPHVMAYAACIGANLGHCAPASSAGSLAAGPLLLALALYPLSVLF
#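 Assay system: human TNAP; Input: enzyme diluted 1/800 final; Reagent: CDP-star luminogenic substrate at 100 µM final; Timing: 30 min, room temperature; Signal: luminescence; Evaluation: TNAP activation factor scaled between EDTA and DMSO control wells.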
# TR-FRET SRC-2 ct: TR-FRET signal artefacts, primary screen, artefact control for PPARgamma SRC-2 agonist project, biochemical. AID 1049, 2008. 200,000 compounds, 0.4% hits. TR-FRET ratio at 8 µM. TR-FRET artefact counter-screen; hits give high values; in the data active = TR-FRET ratio above about 2000; also: inactives centre near 1500
# bIAP inh: bovine intestinal alkaline phosphatase inhibitors, primary screen, selectivity assay for TNAP inhibitor project, biochemical, bovine IAP, CDP-star luminescence; purified bovine IAP, 30 min; 190,000 tested, under 10 active; inhibition, % at 20 µM; alkaline phosphatase, intestinal [Bos taurus];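 active = over 50% inhibition of intestinal alkaline phosphatase at 20 µM in the single-dose screen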
#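 test system = bovine IAP enzyme | medium = DEA buffer 100 mM, pH 9.8, with MgCl2 1.0 mM, ZnCl2 0.02 mM | detection = luminescence | dosing = single compound dose of 20 µM, 2% DMSO final | incubation = 30 min reaction at room temperature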
# PPARg SRC3 recr: PPARgamma agonists recruiting SRC-3 coactivator, primary screen, biochemical | biochemical PPARgamma/SRC-3 coactivator recruitment assay | AID 731, 2007 | Peroxisome proliferator-activated receptor gamma (Homo sapiens), P37231 | activation, % at 8 µM | 200,000 compounds, 0.26% hits; in the data active = activation above about 23%;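 also: 0% = DMSO and 100% = reference agonist; some compounds past the cut are filed as inactive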
# STAT1 inh: STAT1 signaling inhibitors, primary screen, cell-based, HTS, luciferase reporter | AID 920, 2007 | 200,000 compounds, 0.35% hits | NIH 3T3 STAT1-luciferase reporter, IFN-gamma, luminescence | inhibition, % at 5.5 µM;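 active = inhibition above a set limit, the mean inhibition across all tested compounds plus 3 SD, cut at about 34% in these data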;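 also: 0% = IFN-gamma with DMSO and 100% = IFN-gamma with 300 µM nifuroxazide; values of inactives mirror those of a sister screen read the other way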
# * hit, by the source's call; · = not tested or not shown. The order is random; 3.7% or so of the library scored in one or more.
cpd	compound	STAT3 blocker	STAT3 act	bIAP inh	STAT1 inh	TNAP act hi DEA	PPARg SRC1 recr	PPARg SRC-2 ag	ROMK primary	TR-FRET SRC-2 ct	PPARg SRC3 recr	bIAP activator
1	O=C(CSc1nnc(CNC(=O)c2c(F)cccc2Cl)o1)c1ccccc1	2.1	101.4	10.3	-0.2	1	-1.1	12.5	0.133	1587	-3.4	0.9
2	NC(=O)c1ccsc1NC(=O)c1nc(-c2ccccc2)n(-c2ccccc2)n1	-6.4	111.2	-9.1	-12.0	1	-1.6	-5.1	·	1430	-3.4	1.1
3	COC(=O)c1ccc(C(=O)OC)c(NC(=O)CN2CCCCC2)c1	27.9	83.7	-0.9	-2.7	1	-4.3	7.0	0.896	1461	-0.3	1
4	Cn1c(CCN2CCCCC2)nc2cc(NS(=O)(=O)c3ccccc3)ccc21	5.0	97.9	14.0	-5.3	1.1	8.0	2.1	-0.195	1724	11.8	0.9
5	COc1cc(OC)cc(-c2nnc(SCC(=O)N(Cc3ccccc3)C(C)(C)C)o2)c1	12.5	94.3	-2.2	6.1	1	16.9	22.5*	·	1712	5.0	1
6	O=C(CCn1c(=O)oc2ccccc21)NCCN1CCc2ccccc2C1	5.0	98.6	2.0	-3.5	1	2.4	-4.5	·	1452	-11.5	1
7	C/C(=N\NC(=O)c1ccc(N(C)C)cc1)c1ccc(C)c(C)c1	16.9	89.2	10.5	16.6	1	18.8	6.3	·	1528	-0.3	0.9
8	COc1ccc(CNC(=O)C(=O)NCc2cccnc2)cc1	-1.0	107.5	-28.0	-10.3	1.1	-0.8	-2.6	-0.0703	1480	-4.2	1.3
9	O=S(=O)(Nc1ccc(Cc2ccncc2)cc1)c1ccc(Br)s1	14.3	93.2	10.2	6.5	1	3.8	7.8	-0.0323	1587	10.4	0.9
10	Cc1ccc2cccc(Oc3ncnc4sc(C)c(C)c34)c2n1	4.8	95.4	3.7	8.4	1	0.5	4.0	·	1736	6.5	1
11	O=C(NCCCN1CCOCC1)c1ccc(CS(=O)(=O)Cc2ccccc2Cl)o1	1.3	105.4	1.4	0.7	1.1	-0.5	3.5	0.0476	1497	1.7	1
12	CCOC(=O)CSc1nc2ccccc2n1CC(=O)N1CCN(c2ccccc2)CC1	-2.9	104.1	-4.6	2.8	1	0.5	-0.7	-0.993	1450	4.7	1
13	O=C1c2ccccc2C(=O)N1CSc1nnc(Nc2ccccc2)s1	9.9	95.7	-0.8	-3.9	1	6.8	0.5	0.991	1499	0.4	1
14	O=C(CCS(=O)(=O)c1cccs1)Nc1ccc(C(=O)NCc2ccccc2)cc1	-5.5	104.7	16.3	-2.8	1	0.9	12.1	0.912	1642	4.3	0.8
15	NC(=O)Cn1nnc(-c2ccc(CN3CCCCC3)cc2)n1	3.8	98.7	2.3	0.8	1.1	-8.0	-8.9	0.671	1507	-2.1	1
16	Cc1cc(C(C)(C)C)oc1C(=O)N(CC(=O)NC1CCCC1)Cc1ccccc1	13.0	94.0	6.3	2.1	1	-2.2	10.5	·	1733	7.3	0.9
17	CCOC(=O)N1CCN(C(=O)CSc2nnc(-c3c[nH]c4ccccc34)n2CCOC)CC1	9.8	95.0	1.0	37.2*	1	3.1	-3.1	0.0367	1530	-10.4	1
18	COC(=O)CCCCNC(=O)Nc1ccccc1	2.1	101.6	-21.5	3.4	1.1	5.7	0.6	0.984	1588	2.6	1.2
19	CN1CCN(NC(=S)NC2CCCCC2)CC1	7.2	96.1	35.2	13.8	1.1	1.3	7.2	·	1597	2.7	0.6
20	CCOC(=O)C(C)Sc1nc2c(c(=O)[nH]c(=O)n2C)n1C/C=C(/C)Cl (centres undefined)	-3.6	107.7	-9.7	1.9	1	7.7	4.7	·	1555	15.1	1.1
21	O=C(NNC(=O)c1cc(-c2ccc(Cl)c(Cl)c2)nc2ccccc12)Nc1ccccc1	18.2	90.9	-6.6	-1.4	1	0.6	5.0	-0.038	1390	-0.8	1.1
22	COc1ccc(NC(=O)Cc2c(SC)c3ccccc3n2Cc2ccccc2)cc1	-7.8	108.9	33.1	-6.3	1	0.4	6.3	·	1612	5.4	0.7
23	Clc1ccc(CSc2ccc(-c3ccccn3)nn2)cc1	13.0	89.8	-1.1	-26.8	1.1	1.0	-7.7	-0.102	1572	0.5	1
24	COc1ccccc1NC(=O)c1ccc(NS(=O)(=O)c2cccc3cccnc23)cc1	4.9	91.9	1.0	10.2	1	0.9	6.7	·	1605	-3.6	1
25	CC1=C(C(=O)OCCOc2ccccc2)C(c2ccc(C)o2)C2=C(CC(C)(C)CC2=O)N1 (centres undefined)	2.8	99.8	6.3	4.2	1.1	6.9	3.8	-3.11	1609	5.1	0.9
26	O=C(O)c1ccnc(SCC(=O)c2ccccc2)c1	-0.1	101.1	7.4	1.0	1	-2.4	6.7	-0.197	1471	0.1	0.9
27	CN(C)S(=O)(=O)c1cccc(NC(=O)COC(=O)C2(c3ccccc3F)CCCC2)c1	-1.2	104.5	-5.1	7.1	1	5.2	-10.2	0.558	1696	-2.7	1.1
28	O=C(/C=C/c1ccccc1[N+](=O)[O-])NCc1ccncc1	2.0	101.4	-9.0	5.0	1	-4.3	5.6	0.457	1380	-0.4	1.1
29	CC1CCCCC1NC(=O)c1ccc(N2CCCC2=O)cc1 (centres undefined)	13.4	92.8	12.2	-0.3	1	-2.3	7.6	·	1697	-1.2	0.9
30	Cc1ccc(S(=O)(=O)N2CCC(=O)N(C(CO)Cc3ccccc3)CC2)cc1 (centres undefined)	-4.3	101.2	16.9	-7.7	1.1	5.2	5.7	1.06	1391	0.6	0.8

# Sorted by the number under STAT3 act (rising): 3 from the list above.
entry | SMILES | STAT3 act | bIAP inh | STAT1 inh | TNAP act hi DEA | ROMK primary | bIAP activator
21 | O=C(NNC(=O)c1cc(-c2ccc(Cl)c(Cl)c2)nc2ccccc12)Nc1ccccc1 | 90.9 | -6.6 | -1.4 | 1 | -0.038 | 1.1
24 | COc1ccccc1NC(=O)c1ccc(NS(=O)(=O)c2cccc3cccnc23)cc1 | 91.9 | 1.0 | 10.2 | 1 | · | 1
29 | CC1CCCCC1NC(=O)c1ccc(N2CCCC2=O)cc1 (centres undefined) | 92.8 | 12.2 | -0.3 | 1 | · | 0.9

# A few values from the entries so far:
# PPARg SRC-2 ag with entry 22 → 6.3
# bIAP activator with entry 25 → 0.9

# Additional results
cpd	compound	STAT3 blocker	STAT3 act	bIAP inh	STAT1 inh	TNAP act hi DEA	PPARg SRC1 recr	PPARg SRC-2 ag	ROMK primary	TR-FRET SRC-2 ct	PPARg SRC3 recr	bIAP activator
31	CCOc1ccc(CCNC(=O)Cn2cccc2C(=O)c2ccccc2)cc1OCC	-1.9	109.8	4.6	-10.2	1	5.6	0.8	1.46	1429	3.1	1
32	O=C(NCCc1nc2ccccc2[nH]1)Nc1ccccc1	15.7	88.4	14.1	2.2	1	8.8	3.3	-0.849	1804	-0.9	0.9
33	CCOC(=O)CSc1nc2ccccc2c(=O)n1CC	4.4	97.2	8.1	-6.0	1	-6.0	-1.7	-0.101	1452	-3.4	0.9
34	CN(C)S(=O)(=O)N1CCC(CCCC2CCN(S(=O)(=O)N(C)C)CC2)CC1	5.0	95.9	4.9	3.4	1	2.5	-1.5	-0.00731	1764	6.1	1
35	CCN1C(c2ccccc2)=C(c2ccccc2)S/C1=C\C=C1/SC(=S)N(C)C1=O	13.3	92.8	·	1.8	·	3.5	7.7	·	1566	-3.2	·
36	COc1ccc(C(=O)N2CCOCC2)cc1S(=O)(=O)N1CCCc2ccccc21	-12.7	110.9	-25.8	12.5	1	2.3	7.8	-0.00247	1618	3.3	1.3
37	CCn1c(SCC(=O)NCc2ccccc2)nc2c(c1=O)SC(C)C2 (centres undefined)	0.0	107.5	7.6	-4.4	1	1.8	-7.1	·	1295	-12.4	0.9
38	CCN(CC)C(=O)c1sc(NC(=O)c2ccc3c(c2)OCO3)c(C#N)c1C	6.1	96.2	12.0	0.7	1	1.8	7.3	·	1697	0.0	0.9
39	O=C(C1CCCCN1S(=O)(=O)c1ccccc1)N1CCN(C(c2ccccc2)c2ccccc2)CC1 (centres undefined)	-6.5	109.5	-8.8	5.6	1	-3.2	2.8	·	1431	-8.6	1.1
40	Cn1c(SCC(=O)Nc2ccc3cn[nH]c3c2)nnc1-c1cnccn1	-49.6	145.2*	-3.1	3.0	1.1	8.2	4.3	·	1502	3.2	1
41	O=C(Nc1cccc(S(=O)(=O)Nc2ccccc2Cl)c1)c1ccc(N2CCCC2)c([N+](=O)[O-])c1	-4.1	99.1	4.5	-1.1	0.9	3.5	3.0	·	1603	-5.6	1
42	COc1cc(C(=O)N[C@@H](C)C(=O)NCc2ccco2)cc(OC)c1OC	6.7	100.7	-23.7	-2.7	1	0.5	5.4	0.778	1721	0.9	1.2
43	COC(=O)c1cccc(Oc2cccc(C(F)(F)F)c2)n1	17.2	90.8	2.0	-4.2	1	5.4	3.1	-0.225	1720	2.9	1
44	COc1cccc(CN2CCN(Cc3ccon3)CC2CCO)c1 (centres undefined)	2.9	101.3	-1.4	-10.0	1	1.6	11.2	1.3	1631	2.9	1
45	C/C(=N\NC(=O)COc1ccc(C(C)(C)C)cc1)c1ccc(N2CCOCC2)cc1	-4.7	106.1	-20.2	-2.0	1.1	5.4	0.2	·	1523	3.8	1.2
46	S=C(NCc1ccc(Cl)cc1Cl)NC1CCCCC1	1.0	97.9	3.3	-4.9	1.1	0.4	-0.3	-0.321	1271	1.6	1
47	CC(NC(=S)Nc1ccccc1)C1COc2ccccc2O1 (centres undefined)	3.7	99.8	-10.7	-13.8	1	-4.0	1.2	0.0351	1469	0.4	1.1
48	Cc1cccc(-c2noc(CCCC(=O)Nc3cccnc3)n2)c1	5.2	97.7	3.8	2.1	1	0.7	-2.7	·	1637	4.0	1
49	C=C(C)CSC1=C(C#N)C(c2ccccc2)CC(=O)N1 (centres undefined)	3.0	103.7	·	11.8	·	10.5	1.2	-0.649	1369	0.4	·
50	COC(=O)c1cc(NC(=O)CC2C(=O)NCCN2C(=O)c2ccc(F)cc2)cc(C(=O)OC)c1 (centres undefined)	7.4	96.7	-7.2	-2.4	1	5.6	6.3	·	1757	3.8	1.1
51	C/C(N)=C(/C#N)C(=O)CSc1ncnc2ccccc12	-6.7	111.4	10.9	-2.2	1.1	2.3	4.3	·	1603	0.9	0.9
